S2 tox: cell viability loss in ATXN counter-screen. S2 cells (HEK-293 line with an ATXN2-luciferase reporter) viability, CellTiter-Fluor protease fluorescence, 24 h. Potency, µM (highest dose often 56.7 µM), hits mostly cytotoxic. 400,000 compounds, 0.49% hits. AID 651635; also: potency is read from the fitted curve at half-maximal effect; nearly all actives have a fitted effect of over 40% in size
IL-1B inflam inh: inflammasome signaling inhibition, IL-1 beta readout. THP-1 LPS/ATP IL-1B secretion, AlphaLISA, 16 h; stronger effect = lower value. activity change, % at 57.5 µM. 360,000 compounds, 4.7% hits; in the data active = activity change below about -50%; inconclusive = mostly about -30% to -49%; also: % is scaled to controls: 0 for no effect and ±100 for the full control effect
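Secreted IL-1B measured by AlphaLISA bead assay after 16 h compound exposure of THP-1 cells; compounds (final up to 57.5 uM) added 1 h before LPS (250 ng/mL) and ATP (1.25 mM) stimulation; lower signal means less secretion.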
HepG2 tox: kills HepG2 cells in TGF-b inhibitor counter-screen. Potency, µM (series often up to 46.1 µM), inactives show at the highest dose activity change, negative = cytotoxicity, hits mostly cytotoxic. HepG2 CAGA-GFP viability, ATP luminescence, 18 h. 410,000 compounds, 0.76% hits; also: potency is read from the fitted curve at half-maximal effect; some results filed as inactive show a strong effect at the top dose
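HepG2 CAGA-GFP cells (1000/well, DMEM with 1% FBS) received compound, then TGF-beta at 500 pg/mL final, and were incubated 18 hours at 37 degrees C. Viability was read by CellTiter-Glo luminescence. Media-only wells were set as complete cell-killing and DMSO as no toxicity.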
Nrf2 block: inhibitors of Nrf2 signaling; 360,000 compounds, 2.1% hits; Potency, µM (doses to about 46 µM), for inactives: at the highest dose activity change, negative = inhibition, actives largely listed as inhibitors; A549 ARE-Fluc reporter, luciferase luminescence, 18-24 h; AID 504444; also: potency is read from the fitted curve at half-maximal effect; % is scaled to controls: 0 for no effect and ±100 for the full control effect; nearly all actives have a fitted effect of over 60% in size
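A549 ARE_Fluc cells, 5000/well, 5% FBS OPTI-MEM; compounds in dose-response, 18-24 h at 37 °C/5% CO2; CellTiter-Fluor viability read (Ex 405/Em 525), then BugLite luciferase luminescence = Nrf2 activity.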
Nrf2 activator: activates Nrf2 signaling | AID 624171 | 410,000 compounds, 0.31% hits | AREc32 ARE-luciferase reporter (MCF7-derived line), luminescence, 24 h | Potency, µM (doses to about 46.1 µM), inactives show top-dose activation, actives largely listed as activators; also: potency is read from the fitted curve at half-maximal effect; % of control where 0% means no effect; nearly all actives have a fitted effect of over 65% in size
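Reporter line AREc32 (ARE-Fluc), seeded overnight in OPTI-MEM with 5% FBS; compound pin-transferred, 24 hr at 37 deg C, 5% CO2; luminescent read-out.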
A549 tox: counter-screen for Nrf2 inhibitors: cytotoxicity in A549 cells. A549 ARE-Fluc cells, CellTiter-Fluor viability, 18-24 h. Potency, µM (series often up to 46 µM), for the others: at the top dose activity change, negative = cytotoxicity, most hits filed as inhibitors. 390,000 compounds, 0.16% hits. AID 504648; also: potency is read from the fitted curve at half-maximal effect; % is scaled to controls: 0 for no effect and ±100 for the full control effect
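Cytotoxicity counterscreen: CellTiter-Fluor fluorescence was measured in A549 ARE_Fluc cells after 18-24 h of compound exposure in a concentration series. The subsequent BugLite luminescent read reports ARE-luciferase activity.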
TGFb inhibitor: TGF-b pathway inhibition; HepG2 CAGA-GFP TGF-b/SMAD3 reporter, GFP fluorescence, 18 h; TGF-beta stimulated, 500 pg/mL final; 410,000 compounds, 1.2% hits; Potency, µM (highest dose often 46.1 µM), inactives show at the highest dose activity, negative = inhibition, usual class: inhibitors; also: potency is read from the fitted curve at half-maximal effect; % is scaled to controls: 0 for no effect and ±100 for the full control effect; nearly all actives have a fitted effect of over 65% in size
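HEPG2 CAGA-GFP, 1000 cells/well; 2 h settle, 37 C; cpd via pin tool; TGF-b 500 pg/mL final; 18 h, 37 C; GFP imaging ex488/em500-530; %Activity normalised to -TGF-b and +DMSO controls; CRC fit, curve class.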
MCF10A rereplic: DNA re-replication induction in MCF 10a cells | MCF 10A DNA re-replication, Hoechst nuclear intensity, 48 h | Potency, µM (top dose mostly 46.1 µM), without a hit: at the top dose activity, positive = re-replication, hits mostly activators | 350,000 compounds, 2.9% hits | AID 624296; also: potency is read from the fitted curve at half-maximal effect; % of control where 0% means no effect; nearly all actives have a fitted effect of over 50% in size
ATXN2 expr inh: inhibitors of ATXN2 expression; HEK-293 ATXN2-luciferase reporter, luminescence, 24 h; Potency, µM (top dose mostly 57 µM), inactives show at the highest dose activity change, negative = inhibition, actives largely listed as inhibitors; 360,000 compounds, 0.72% hits; AID 1745845; also: potency is read from the fitted curve at half-maximal effect; % is scaled to controls: 0 for no effect and ±100 for the full control effect; nearly all actives have a fitted effect of over 55% in size
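qHTS (up to 57 uM final) was run with 24 h compound exposure of reporter cells at 37 °C. Each well was multiplexed: SteadyGlo luminescence measured ATXN2-luciferase expression after a fluorogenic Gly-Phe-AFC viability readout (25 uM final).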
* hit, by the source's call; i = inactive; ? = inconclusive; nt = no result given; [ ] = remark or other dose. Unless noted, calls follow the shape of the dose curve; as a rule, active = well fitted curve in the direction sought with a large enough effect; inconclusive = small, poorly fitted or top-dose-only effect, or another doubt; inactive = no such curve, though single readings can be large; an effect the other way counts as inactive or inconclusive. Compounds were not picked by outcome, and some 8.8% of all compounds hit somewhere here.

Values run as follows: Nrf2 activator | A549 tox | IL-1B inflam inh | MCF10A rereplic | Nrf2 block | S2 tox | HepG2 tox | TGFb inhibitor | ATXN2 expr inh
- CCOc1ccccc1Nc1sc(C(=O)c2ccccc2)c(N)c1C(=O)NCCc1ccccc1
 : 0.4% | 1% | nt | nt | nt | i | -3% | -4% | 6%
- O=[N+]([O-])c1cccc(OCC(O)CN2CCN(S(=O)(=O)c3cc(Cl)ccc3Cl)CC2)c1 (stereo unspecified)
 : 4.0% | -5% | ? | 27% | -2% | i | -20% | 0% | -15%
- CCC(C)C(NC(=O)C1CCC(=O)N1C(=O)OCc1ccccc1)C(=O)NC(Cc1ccccc1)C(N)=O (stereo unspecified)
 : -0.4% | 8% | 2 | -6% | 17% | i | -4% | 12% | 6%
- CSCCC(C(=O)N1CC2(C)CC1CC(C)(C)C2)N1C(=O)c2ccccc2C1=O (stereo unspecified)
 : -0.3% | -2% | -19 | ? | 13% | i | -12% | 4% | -5%
- COc1ccc(NC(=O)COC(=O)CCc2cc(OC)c(OC)c(OC)c2)c([N+](=O)[O-])c1
 : 0.4% | 1% | 4 | 0% | 4% | i | -3% | 7% | -4%
- CC(C)OCCCn1c(=O)c2ccccc2n2c(-c3cc(Cl)ccc3O)nnc12
 : 5.8% | 5% | nt | nt | ? | i | -22% | -22% | 4%
- CC(=O)c1ccc(C(=O)N2CCCC(CNC(=O)c3ccccc3Cl)C2)cc1 (stereo unspecified)
 : 0.4% | 2% | i | -11% | 28% | i | 0% | 6% | 13%
- CCN1CCN(c2oc(-c3ccco3)nc2C#N)CC1
 : -0.6% | 4% | -9 | -1% | 1% | i | 9% | 0% | -18%
- COCCCNC(=O)c1ccc2c(c1)ncn2-c1ccccc1OC
 : -0.8% | -4% | 6 | -5% | -15% | i | 18% | ? | 7%
- CCOC(=O)C(=CNc1nc(-c2ccc3ccccc3c2)cs1)C(=O)OCC
 : 1.7% | -3% | -19 | ? | ? | i | -23% | -5% | -9%
- CNC(=O)CC1C(=O)N(C)C(=S)N1NC(=O)c1ccc(Cl)cc1 (stereo unspecified)
 : -0.3% | 1% | -6 | -2% | nt | i | -17% | 5% | -17%
- Cc1ccc(CNC(=O)CN(c2cccc(C)c2C)S(=O)(=O)c2ccccc2)cc1
 : 0.3% | 2% | nt | nt | -10% | i | -13% | ? | -31%
- O=C(NCc1ccccc1)NC1COc2ccccc2C1 (stereo unspecified)
 : 1.8% | 21% | nt | nt | nt | nt | 5% | 33%[activator] | nt
- Oc1c(/C=C/C=C/C=Nc2ccccc2)sc(=S)n1Cc1ccccc1
 : 6.2% | -13% | 0 | ? | -22% | ? | 0% | ? | nt
- O=C(NCC1CCCCC1)c1cccc(S(=O)(=O)NCc2cccnc2)c1
 : 0.2% | 4% | 17 | 4% | 0% | i | 8% | ? | -5%
- COc1ccc(C(C)=O)cc1Cn1c(C)c(C(=O)NCC(C)C)sc1=O
 : 2.9% | nt | 24 | nt | nt | i | -2% | 6% | 7%
- CCn1cc(S(=O)(=O)c2ccc(C)cc2)[nH]c1=O
 : 3.7% | 12% | -2 | 3% | -1% | i | 12% | 11% | 1%
- COc1ccc(/C(C)=N/NC(=O)c2ccncc2)cc1
 : 0.0% | -6% | 19 | 12% | 6% | i | -1% | 8% | nt
- Cn1c(=O)c2c(ncn2CC(=O)N2CCN(c3ccccc3)CC2)n(C)c1=O
 : 0.0% | 9% | 24 | 0% | 8% | i | 8% | -34% | 3%
- Cc1ccc(N/C(N)=N/c2nc(C)cc(C)n2)cc1
 : 2.0% | -8% | -18 | ? | -10% | i | -2% | 0% | 0%

Following part
Values run as follows: Nrf2 activator | A549 tox | IL-1B inflam inh | MCF10A rereplic | Nrf2 block | S2 tox | HepG2 tox | TGFb inhibitor | ATXN2 expr inh
- O=C(NCCc1ccc(Cl)cc1)c1ccc(CS(=O)Cc2ccc(Cl)cc2)o1 (stereo unspecified)
 : 1.9% | ? | ? | 17% | 26µM* | i | 0% | ? | -23%
- COc1ccc(-n2nnnc2/C=C\Nc2ccccc2C(=O)c2ccccc2)cc1
 : 0.2% | -14% | 47 | 26% | -13% | ? | -5% | 9% | -14%
- Cc1ccc(C)c(OCC(=O)Nc2ccccc2N2CCCC2)c1
 : -0.6% | 9% | -30 | 7% | -19% | i | -15% | -2% | -3%
- CC(=O)N1CCN(c2ccc([N+](=O)[O-])cc2C#N)CC1
 : -0.2% | -13% | 8 | -11% | -1% | i | -6% | -3% | 0%
- COc1ccc([C@H]2C[C@H](n3cc(COC(=O)c4ccccc4)nn3)[C@@H](O)CN2C(=O)C2CCCCC2)cc1
 : 0.4% | nt | -16 | nt | nt | i | -9% | -5% | 6%
- CCn1ccnc1C(O)c1cccc(OC)c1OC (stereo unspecified)
 : -1.0% | -5% | 3 | -1% | 0% | i | -2% | 6% | -3%
- O=C(/C=C/c1ccc(-c2ccccc2)cc1)NCc1cccnc1
 : 0.0% | -2% | -6 | 4% | ? | i | -7% | 4% | -8%
- Cc1ccc(-c2nnc(Nc3ccc(CC(N)=O)cc3)c3ccccc23)cc1
 : 5.4% | -2% | ? | 0% | -6% | i | -47% | 13µM* | -3%
- COC(=O)c1ccc(COc2cccc3c2OC(C)(C)C3)cc1
 : -1.2% | 1% | 6 | 0% | -13% | i | 2% | -28% | -7%
- CC(C)Sc1nc2c(c(=O)[nH]c(=O)n2C)n1C
 : 0.9% | 5% | 9 | -9% | nt | i | 16% | 32%[activator] | -6%
- CCOc1ccc(Br)cc1C1=CC(=O)C[C@H](c2ccc(OC)cc2)C1
 : 3.7% | -3% | 68 | 2.9µM* | -14% | i | -1% | ? | -5%
- CCCCN1CCNC1=S
 : -1.0% | -8% | 13 | -4% | 11% | i | 6% | -2% | 2%
- CCCCNC(=O)CCCn1c(=O)c2ccccc2n(CC(=O)NCCC2=CCCCC2)c1=O
 : 0.0% | -7% | 1 | -2% | -9% | i | 3% | -7% | -1%
- C=CCN(C(=O)CNC(=O)c1ccco1)C(C(=O)NC1CCCCC1)c1ccc(F)cc1 (stereo unspecified)
 : 0.2% | -6% | 7 | 11% | 4% | i | 2% | 4% | 2%
- COc1ccc(CNCc2cccc(Cl)c2)cc1
 : -0.6% | 11% | -19 | 0% | 8% | i | -21% | -14% | 2%
- CCCn1c(=N)n(CC(O)c2ccco2)c2ccccc21 (stereo unspecified)
 : 4.9% | 4% | -21 | 6% | 6% | i | -13% | -1% | -14%
- CCOc1ccc(Cl)cc1S(=O)(=O)N1CCC(C(=O)N2CCCC2)CC1
 : -0.1% | ? | i | ? | ? | i | -39% | 0% | -3%
- CCc1nc2c(cnn2-c2ccc(Cl)cc2)c(=O)n1-c1ccc(OC)c(Cl)c1
 : 0.2% | -2% | nt | nt | ? | nt | 6% | 20% | nt
- CCn1ccnc1CN1CCCCC1C(=O)Nc1ccc(Oc2cccnc2)cc1 (stereo unspecified)
 : -0.4% | -12% | -12 | ? | 3% | i | -6% | -24% | -20%
- CCC1Oc2ccc(C)cc2N(CC(=O)N(Cc2cccnc2)Cc2cccc(F)c2)C1=O (stereo unspecified)
 : 2.5% | -15% | -12 | 8% | -10% | i | -4% | -2% | -1%

Part of the list above, as a markdown table.
| smiles | Nrf2 activator | A549 tox | IL-1B inflam inh | MCF10A rereplic | Nrf2 block | S2 tox | HepG2 tox | TGFb inhibitor | ATXN2 expr inh |
| --- | --- | --- | --- | --- | --- | --- | --- | --- | --- |
| O=C(NCCc1ccc(Cl)cc1)c1ccc(CS(=O)Cc2ccc(Cl)cc2)o1 (stereo unspecified) | 1.9% | ? | ? | 17% | 26µM* | i | 0% | ? | -23% |
| COc1ccc(-n2nnnc2/C=C\Nc2ccccc2C(=O)c2ccccc2)cc1 | 0.2% | -14% | 47 | 26% | -13% | ? | -5% | 9% | -14% |
| Cc1ccc(C)c(OCC(=O)Nc2ccccc2N2CCCC2)c1 | -0.6% | 9% | -30 | 7% | -19% | i | -15% | -2% | -3% |
| CC(=O)N1CCN(c2ccc([N+](=O)[O-])cc2C#N)CC1 | -0.2% | -13% | 8 | -11% | -1% | i | -6% | -3% | 0% |
| COc1ccc([C@H]2C[C@H](n3cc(COC(=O)c4ccccc4)nn3)[C@@H](O)CN2C(=O)C2CCCCC2)cc1 | 0.4% | nt | -16 | nt | nt | i | -9% | -5% | 6% |
| CCn1ccnc1C(O)c1cccc(OC)c1OC (stereo unspecified) | -1.0% | -5% | 3 | -1% | 0% | i | -2% | 6% | -3% |
| O=C(/C=C/c1ccc(-c2ccccc2)cc1)NCc1cccnc1 | 0.0% | -2% | -6 | 4% | ? | i | -7% | 4% | -8% |
| Cc1ccc(-c2nnc(Nc3ccc(CC(N)=O)cc3)c3ccccc23)cc1 | 5.4% | -2% | ? | 0% | -6% | i | -47% | 13µM* | -3% |

Additional compounds follow.
Values run as follows: Nrf2 activator | A549 tox | IL-1B inflam inh | MCF10A rereplic | Nrf2 block | S2 tox | HepG2 tox | TGFb inhibitor | ATXN2 expr inh
- N/C(=N\OS(=O)(=O)c1ccc(Cl)cc1)c1ccncc1
 : 0.5% | -6% | 1 | 3% | 14% | i | -13% | 5% | -10%
- CCOC(=O)C1CCN(C(=O)COC(=O)c2nn(C)c(=O)c3ccccc23)CC1
 : -0.1% | 2% | 6 | -1% | 3% | i | -10% | 3% | -1%
- C[C@H](CO)N1C[C@H](C)[C@@H](CN(C)Cc2ccc(F)cc2)Oc2ncc(Br)cc2C1=O
 : 0.4% | nt | 15 | nt | nt | i | -28% | 0% | 13%
- O=C(CSCc1ccc(Br)cc1)Nc1ccccc1C(=O)N1CCOCC1
 : -0.1% | 3% | 6 | 3% | 21% | i | 15% | -17% | -2%

Bioassay records as filed in PubChem BioAssay.
